Source: PubChem BioAssay (Sanford-Burnham Center for Chemical Genomics)
EBI2 antag – antagonists of human EBI2 receptor; P32249; EBI2 beta-arrestin recruitment, luminescence, 7a,25-OHC stimulated; inhibition, % at 5 µM; 360,000 compounds, 0.81% hits; in the data active = inhibition above about 38%;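 also: enzyme fragment complementation signal reports receptor beta-arrestin coupling in cells; 0% = agonist plus DMSO wells and 100% = wells without agonist; some results beyond the cut were filed as inactive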
Target sequence (P32249 whole entry, looked up, the tested form may be a part): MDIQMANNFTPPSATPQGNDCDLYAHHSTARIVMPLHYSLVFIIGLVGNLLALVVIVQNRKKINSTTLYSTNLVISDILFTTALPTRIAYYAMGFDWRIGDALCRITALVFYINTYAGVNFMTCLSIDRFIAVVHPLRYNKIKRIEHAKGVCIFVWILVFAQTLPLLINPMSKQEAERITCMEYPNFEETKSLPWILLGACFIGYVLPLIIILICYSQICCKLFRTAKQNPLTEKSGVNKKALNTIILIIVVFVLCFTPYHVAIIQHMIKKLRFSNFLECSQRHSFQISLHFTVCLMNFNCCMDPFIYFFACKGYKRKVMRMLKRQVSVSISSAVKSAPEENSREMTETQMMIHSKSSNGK
APOBEC3A inh – blocks human APOBEC3A ssDNA deamination. recombinant A3A, FAM/TAMRA ssDNA deamination fluorescence. inhibition, % at 20 µM. P31941. 330,000 compounds, 0.41% hits;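 active = at least 40% inhibition at 20 µM here, with at most 30% in a related deaminase screen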;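 also: plate controls were A3A with DMSO for no effect and wells lacking A3A enzyme for full effect; some results filed as inactive read as strong as hits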
Target sequence (P31941 whole entry, looked up): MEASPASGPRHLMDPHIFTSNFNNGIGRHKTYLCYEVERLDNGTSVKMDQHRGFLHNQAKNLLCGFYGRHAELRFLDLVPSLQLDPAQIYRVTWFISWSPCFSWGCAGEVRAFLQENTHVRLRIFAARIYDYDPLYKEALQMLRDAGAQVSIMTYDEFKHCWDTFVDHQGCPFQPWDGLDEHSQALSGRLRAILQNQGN
NR3A LBD binder – NR3A (human) ligand-binding domain modulation; NR3A LBD differential scanning fluorimetry, Tm shift; 0% = protein alone, 100% = glycine-bound protein; Tm shift relative to glycine control, % at 25 µM; 340,000 compounds, 2.5% hits; AID 1259313;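 active = melting temperature shift of at least 10% of the positive control shift, at one fixed dose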
Gli-Sufu block – blocks Gli-Sufu signaling in a luciferase reporter; Sufu-KO-LIGHT fibroblasts, Gli luciferase reporter luminescence; inhibition, % at 5 µM; 340,000 compounds, 0.74% hits;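 active = inhibition above about 55%, limit read from the data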;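 also: 0% = DMSO-treated cells and 100% = wells with medium but no cells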
CCR6 antag – antagonists of human CCR6 receptor; P51684; CHO-K1 CCR6 PathHunter beta-arrestin, luminescence, CCL20-stimulated; inhibition, % at 20 µM; 340,000 compounds, 0.49% hits;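 active = compounds whose inhibition of the agonist-driven luminescence signal at 20 µM reaches about 50%, limit read from the data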;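 also: cells stimulated with CCL20 at 14 nM final; plate controls were DMSO with CCL20 for no effect and DMSO without agonist for full effect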
Target sequence (P51684 whole entry, looked up): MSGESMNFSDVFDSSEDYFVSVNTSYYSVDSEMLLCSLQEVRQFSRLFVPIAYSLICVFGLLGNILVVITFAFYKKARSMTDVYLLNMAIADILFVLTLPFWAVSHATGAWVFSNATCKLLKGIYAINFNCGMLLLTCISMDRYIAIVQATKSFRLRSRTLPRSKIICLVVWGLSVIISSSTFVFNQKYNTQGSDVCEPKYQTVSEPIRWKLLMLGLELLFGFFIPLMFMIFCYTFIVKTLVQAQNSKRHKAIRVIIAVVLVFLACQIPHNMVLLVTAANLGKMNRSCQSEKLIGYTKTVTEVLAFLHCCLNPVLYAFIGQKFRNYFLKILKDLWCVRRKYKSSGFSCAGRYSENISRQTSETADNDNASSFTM
CXCR6 inh – inhibitors of human CXCR6 receptor. inhibition, % at 20 µM. O00574. CHO-K1 PathHunter CXCR6 beta-arrestin, luminescence. 360,000 compounds, 0.36% hits; in the data active = inhibition above about 34%, passing the limit was not always enough;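 also: antagonist mode with CXCL16 agonist at 10 nM final; 0% = 10 nM CXCL16 with DMSO and 100% = unstimulated wells without agonist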
A3G deaminase – blocks human APOBEC3G single-stranded DNA deamination | 330,000 compounds, 0.28% hits | Q9HC16 | inhibition, % at 20 µM | recombinant A3G, ssDNA deamination FAM/TAMRA fluorescence;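 active = inhibition of at least 40% at 20 µM, with no more than 30% in the related APOBEC3A deaminase screen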;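 also: plate controls were DMSO wells with A3G for no effect and wells lacking A3G enzyme for full effect; some compounds called inactive have numbers as strong as hits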
MPTP block – inhibitors of mitochondrial permeability transition pore | inhibition, % at 10 µM | isolated mouse mitochondria, Ca2+ swelling absorbance, 30 min | AID 602449 | 360,000 compounds, 1.4% hits;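 active = inhibition of 50% or more, scaled per plate between neutral and stimulator controls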;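 also: 0% = DMSO wells given calcium and 100% = 1 mM EGTA wells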
Starred values were filed as active, the others as inactive; nt = not tested or not shown.

SMILES | EBI2 antag | APOBEC3A inh | NR3A LBD binder | Gli-Sufu block | CCR6 antag | CXCR6 inh | A3G deaminase | MPTP block
COc1ccc(C(=O)Nc2ccc3nc(C)c(C)nc3c2)cc1 | 8 | 1 | 0 | -15 | 2 | 4 | 1 | 0.4
CCN(CC(=O)Nc1c(F)cccc1F)C(=O)c1ccc(C2SCCS2)cc1 | 7 | -3 | 4 | -1 | 13 | 2 | -6 | 1.9
CCCCc1cc2ccccc2c(OCCN(C)C)n1 | 9 | -2 | 0 | nt | 14 | -10 | -4 | 1.7
O=C(CCl)Nc1cccc(S(=O)(=O)N2CCCCCC2)c1 | 2 | 1 | 1 | 12 | 10 | 2 | 1 | 1.9
COCCN(CC1CCCN(C2Cc3ccccc3C2)C1)C(=O)CCC(F)(F)F (centres undefined) | 0 | 1 | 1 | 20 | 2 | 5 | -5 | 1.2
CSc1ccccc1NC(=O)c1c(Br)cnn1C | -5 | 0 | 0 | 1 | 5 | 7 | -5 | -0.2
CS(=O)(=O)N1CCN(C(=O)c2cc(-c3cccnc3)nc3ccc(Cl)cc23)CC1 | -6 | 2 | -2 | -1 | 7 | -5 | -1 | -2.0
COC(=O)C(NC(=O)C(C)Oc1ccccc1)C(C)C (centres undefined) | 0 | -3 | 1 | 5 | -15 | -2 | -8 | -0.2
Cc1nn(-c2ccccc2)c(C)c1C(=O)OCC(=O)N(C)c1c(N)n(Cc2ccccc2)c(=O)[nH]c1=O | -4 | 12 | 1 | -1 | 4 | 10 | -5 | -1.0
CN1/C(=C\C(=O)CSc2cccc[n+]2[O-])C(C)(C)c2ccccc21 | -8 | 18 | 1 | 27 | 6 | -1 | 26 | -0.1
Cc1oc2c(c1C(=O)NCc1cc(C(=O)O)co1)CCCC2 | -7 | 2 | 1 | 2 | -7 | -8 | 1 | 0.2
Cc1cc(=O)oc2c3c(cc(OCC(=O)NCCC(=O)N[C@@H](C)C(=O)O)c12)OC(C)(C)CC3 | -7 | nt | -1 | 38 | -2 | -2 | nt | -1.3
CCN(C(=O)COC(=O)c1[nH]c(C)c(C(C)=O)c1C)C1CCS(=O)(=O)C1 (centres undefined) | -1 | -1 | -1 | -1 | 1 | -7 | -4 | -1.1
COc1ccccc1N(CC(=O)NCCSCc1cccc(Cl)c1)S(C)(=O)=O | -1 | 1 | 0 | 38 | 10 | -12 | -4 | 0.6
Oc1ccc(-c2nc3ccccc3nc2-c2ccccc2)cc1 | 2 | 1 | -4 | 2 | 5 | 4 | -1 | 1.7
Cc1cc(OCCCC(=O)NCCc2ccccn2)ccc1Cl | 13 | 4 | 0 | -10 | -8 | 4 | 1 | -1.9
S=C(NC1CCCCC1)N1CCN(c2ncccn2)CC1 | -6 | -2 | -1 | -4 | -13 | -3 | -4 | -0.4
Cc1ccc(S(=O)(=O)N2CC(O)CC2C(=O)O)cc1 (centres undefined) | 1 | -2 | -2 | -4 | 2 | 8 | -8 | -0.7
COC(=O)C1=C(C(=O)OC)[C@@H]2N(C)c3ccc(OC)cc3[C@@]23C[C@@H](C(=O)OC)N(C(=O)CC(C)C)C3=N1 | -3 | -7 | 1 | 0 | 13 | 3 | -16 | 1.9
CCCCn1c(N)c(N(CCOC)C(=O)CCCc2nc3ccccc3c(=O)[nH]2)c(=O)[nH]c1=O | 3 | -2 | 0 | 17 | 4 | -14 | -4 | -0.7
CCN1CCCC1CNC(=O)C(=O)Nc1ccccc1OC (centres undefined) | -16 | -3 | 0 | 16 | 2 | -3 | -5 | 0.7
N#CC(c1ccccc1)c1ccc2c(C(F)(F)F)cc(C(F)(F)F)nc2n1 (centres undefined) | -20 | -3 | -7 | 3 | 53* | 23 | -4 | 93*
C/C(CC(=O)Nc1cccc(Cl)c1Cl)=N\NC(=O)C(=O)N1CCCC1 | 3 | -2 | -1 | 5 | 7 | 5 | -9 | -2.3
COC(=O)Nc1ccc(S(=O)(=O)Nc2ccc(O)cc2)cc1 | -4 | -4 | 1 | 12 | -5 | 3 | -2 | 4.1
COC(=O)c1cc2ccsc2n1Cc1cccc(F)c1 | -5 | -3 | -1 | -27 | 19 | -2 | 0 | 5.5
Cc1cn(C2CCCO2)c(=O)nc1N (centres undefined) | -3 | nt | -3 | 5 | 1 | 1 | nt | -0.6
COc1ccc(NC(=O)CCCNC(=O)Cn2cnc3sc(C)c(C)c3c2=O)cc1OC | 1 | -1 | 0 | 10 | 12 | 9 | -4 | 0.7
CC(C)c1ccc(N=c2c([N+](=O)[O-])nn(-c3ccc4c(c3)OCCO4)n2O)cc1 | 8 | -2 | -5 | -28 | 4 | -11 | -5 | 15
O=C(Nc1ccc(Cl)cc1)N1CCCN(c2ccc(C(F)(F)F)cc2[N+](=O)[O-])CC1 | 13 | -3 | 8 | -9 | 19 | 4 | -6 | 35
COc1c(C)cc(C(=O)C2CCCN(C(=O)c3cccc(F)c3)C2)cc1C (centres undefined) | 14 | -7 | -3 | 6 | 3 | -2 | -4 | 3.4

Taken from the entries so far (4 entries):
SMILES | EBI2 antag | APOBEC3A inh | NR3A LBD binder | Gli-Sufu block | CCR6 antag | CXCR6 inh | A3G deaminase | MPTP block
COc1ccc(NC(=O)CCCNC(=O)Cn2cnc3sc(C)c(C)c3c2=O)cc1OC | 1 | -1 | 0 | 10 | 12 | 9 | -4 | 0.7
CC(C)c1ccc(N=c2c([N+](=O)[O-])nn(-c3ccc4c(c3)OCCO4)n2O)cc1 | 8 | -2 | -5 | -28 | 4 | -11 | -5 | 15
O=C(Nc1ccc(Cl)cc1)N1CCCN(c2ccc(C(F)(F)F)cc2[N+](=O)[O-])CC1 | 13 | -3 | 8 | -9 | 19 | 4 | -6 | 35
COc1c(C)cc(C(=O)C2CCCN(C(=O)c3cccc(F)c3)C2)cc1C (centres undefined) | 14 | -7 | -3 | 6 | 3 | -2 | -4 | 3.4

Next section.
SMILES | EBI2 antag | APOBEC3A inh | NR3A LBD binder | Gli-Sufu block | CCR6 antag | CXCR6 inh | A3G deaminase | MPTP block
COc1ccc(N2C(=O)C3CC(C)=C(C)CC3C2=O)c(OC)c1 (centres undefined) | -2 | -2 | -1 | 4 | 9 | 2 | -7 | 0.8
Cc1ccc(C(=O)CCC(=O)NNC(=O)c2ccccc2O)cc1 | 5 | -3 | 0 | -3 | 5 | 4 | -9 | -1.2
CN1c2ccccc2C(C)(C)C12C=Cc1cc(O)ccc1O2 (centres undefined) | 13 | 1 | -3 | 49 | 20 | 5 | -3 | 4.3
Cc1cccc[n+]1CC(=O)c1ccc(Cl)cc1 | -9 | 1 | 2 | 4 | 18 | -8 | -6 | -0.2
COCC(C)NCC(=O)NC(C)CCc1ccccc1 (centres undefined) | -17 | -2 | -3 | 5 | 1 | -7 | -2 | 0.0
CCc1nc(N2CCC3(CC2)OCCO3)c2nnn(Cc3ccccc3Cl)c2n1 | 5 | -3 | 0 | -3 | -10 | 4 | 8 | 8.0
CCOC(=O)C1(Cc2cccc(OC)c2)CCCN(C(=O)c2cc(C)on2)C1 (centres undefined) | 5 | -2 | 8 | 0 | 13 | -4 | -4 | -0.5
COc1cccc(NC(=O)c2oc3ccccc3c2NC(=O)c2ccc3c(c2)OCO3)c1 | 0 | 3 | -4 | -22 | 4 | 0 | 0 | 1.4
COc1ccc2c(C)nc(Nc3nc(-c4ccccc4)cc(=O)[nH]3)nc2c1 | 11 | 86 | -3 | 42 | 4 | -6 | 128 | 1.7
CC(C)(C)c1ccc(OCC(=O)N2CCN(C=O)CC2)cc1 | -7 | -4 | 18* | -4 | 0 | 2 | -8 | -4.1
CCOc1c2ccc(C(=O)NCc3ccco3)cc2nn1CC | -4 | 0 | -2 | -7 | 13 | 6 | -5 | 1.0
O=C(COC(=O)COc1ccc(Cl)cc1Cl)NC1CCS(=O)(=O)C1 (centres undefined) | 8 | -3 | 1 | -2 | 13 | -8 | -6 | 2.0
Cn1ncc2c(Nc3ccc4ccccc4c3)ncnc21 | -6 | 3 | -4 | -77 | -6 | -12 | 5 | -0.6
COc1ccc(C2C(C#N)=C(N)Oc3cc(N)ccc32)cc1 (centres undefined) | 2 | -6 | -1 | -11 | 2 | 2 | 22 | 0.1
CC(=O)Cn1ncc(N2CCOCC2)cc1=O | -19 | -4 | 0 | -4 | 4 | -2 | -4 | -4.3
COc1ccc(C2C(C(=O)c3ccco3)=C(O)C(=O)N2c2nnc(C)s2)cc1 (centres undefined) | -12 | -3 | -1 | 2 | 13 | -3 | -2 | 1.1
COc1cccc(/C=N/Nc2ncnc3scc(-c4ccccc4)c23)c1OC | 0 | -1 | -5 | 16 | 12 | 19 | -7 | -1.8
O=c1c(CN2CCN(Cc3ccccc3F)C(CCO)C2)coc2ccccc12 (centres undefined) | 2 | -4 | 0 | -5 | 8 | -3 | -7 | 2.7
COCCCNC(=O)c1ccc(N(C)S(=O)(=O)c2ccc(OC)cc2)cc1 | 1 | 3 | -1 | -2 | 12 | -7 | 12 | -1.2
CCOC(=O)c1ccc(N/C(=N\S(=O)(=O)c2ccc(F)cc2F)c2ccccc2)cc1 | 7 | 2 | -4 | 1 | 16 | 8 | -2 | 3.2
COc1ccccc1NC(=O)Nc1cnccn1 | -14 | -5 | -1 | 0 | 15 | -4 | -6 | 2.1
O=C(NCCCN1CCOCC1)c1cccc(S(=O)(=O)NCc2ccccc2)c1 | -2 | -7 | -6 | -2 | -3 | 5 | -9 | -0.4
COC(=O)CCC(NC(=O)OCc1ccccc1)C(=O)NC(CC(C)C)C(=O)OC (centres undefined) | -9 | -1 | -3 | 2 | 7 | 4 | -4 | -0.7
COc1ccc2c(c1OC)C(=O)N1C2SC(C)(C)[C@H]1C(=O)NC1CCCC1 (some centres undefined) | 2 | -3 | 0 | 3 | -6 | 0 | -7 | -0.8
COCCNS(=O)(=O)c1cc(-c2nn(C)c(=O)c3ccccc23)ccc1C | 4 | 1 | 3 | 5 | 9 | -2 | -5 | 0.9
COc1ccccc1CCN=C(N)NS(=O)(=O)c1ccccc1 | -13 | -2 | 1 | 10 | 5 | -3 | -8 | 2.9
CCOC(=O)c1c(CSCc2ccccc2)oc2ccc(O)c(CN(C)C)c12 | 2 | -3 | -1 | 24 | -10 | -12 | -6 | 4.8
CCN(C(=O)COc1ncnc2sccc12)c1ccccc1 | 1 | 2 | -1 | -1 | 8 | 0 | -10 | -0.6
CCn1c(=O)c(C(=O)NCc2ccccc2Cl)c(O)c2ccccc21 | -11 | -6 | 1 | 1 | -17 | -11 | -9 | 1.1
O=S(=O)(NCc1ccccn1)c1ccc(Br)s1 | -3 | 3 | 0 | -6 | 17 | -5 | -2 | 1.0
COC(=O)c1cnn2c(C(F)(F)F)cc(-c3ccc(F)cc3)nc12 | 1 | 2 | 0 | 9 | 3 | -3 | -5 | 1.1
Cc1cccc(/C(N)=N/OC(=O)COc2ccc(Cl)c(C)c2)c1 | -3 | 0 | -10 | -5 | 4 | -7 | -10 | 0.4
CN1CCN(C(=O)Cn2c(C(F)(F)F)nc3ccccc32)CC1 | -3 | -2 | 1 | 15 | 7 | -4 | 1 | -2.3
CCOC(=O)c1sc(NC(=O)c2cccc(S(=O)(=O)N3CCc4ccccc43)c2)c(C#N)c1C | -23 | 3 | 21* | 73* | 9 | 2 | -4 | 91*
CC(C)(C)c1cc(CCC(=O)NCc2ccccn2)cc(C(C)(C)C)c1O | -2 | 1 | -1 | 3 | 14 | 0 | -5 | 0.5
CC(Sc1nnc(CN2CCCC2)n1Cc1ccccc1)C(=O)Nc1ccccc1 (centres undefined) | 16 | -3 | 1 | 11 | 8 | 3 | -5 | -0.2
CCOc1ccc(CCNC(=O)c2cccc(C#N)c2)cc1OCC | -6 | 5 | -1 | 6 | 4 | -4 | -6 | -2.2
COC(=O)c1nc(-n2nc(C)cc2C)ccc1Cl | -4 | 2 | 2 | 1 | 1 | 11 | -7 | -0.3
N#CCC(=O)Nc1ccc(C(=O)OC(C(=O)Nc2cc(C(F)(F)F)ccc2Cl)c2ccccc2)cc1 (centres undefined) | 18 | -5 | 29* | -19 | 13 | 6 | -7 | 0.6
